Jurkat NFkB inh: inhibitors of induced NF-kB luciferase reporter, primary screen, TCR NF-kB activation inhibitor project, cell-based, luminescence, uHTS | Jurkat, PMA/ionomycin-induced NF-kB luciferase reporter | 330,000 tested, 0.53% active | inhibition, % at 4 µM
Apaf-1 inh: inhibitors of human Apaf-1 apoptosome, primary screen, biochemical, DEVD-Rh110 fluorescence, uHTS | AID 489030, 2010 | reconstituted apoptosome caspase-3 activity | 330,000 tested, 0.71% active | Apoptotic protease-activating factor 1 (Homo sapiens), O14727 | inhibition, % at 20 µM; active = inhibition of at least 40% at 20 µM;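 note: plate controls were DMSO wells for no effect and DEVD-CHO caspase inhibitor wells for full effect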
Target sequence (O14727 whole entry, looked up): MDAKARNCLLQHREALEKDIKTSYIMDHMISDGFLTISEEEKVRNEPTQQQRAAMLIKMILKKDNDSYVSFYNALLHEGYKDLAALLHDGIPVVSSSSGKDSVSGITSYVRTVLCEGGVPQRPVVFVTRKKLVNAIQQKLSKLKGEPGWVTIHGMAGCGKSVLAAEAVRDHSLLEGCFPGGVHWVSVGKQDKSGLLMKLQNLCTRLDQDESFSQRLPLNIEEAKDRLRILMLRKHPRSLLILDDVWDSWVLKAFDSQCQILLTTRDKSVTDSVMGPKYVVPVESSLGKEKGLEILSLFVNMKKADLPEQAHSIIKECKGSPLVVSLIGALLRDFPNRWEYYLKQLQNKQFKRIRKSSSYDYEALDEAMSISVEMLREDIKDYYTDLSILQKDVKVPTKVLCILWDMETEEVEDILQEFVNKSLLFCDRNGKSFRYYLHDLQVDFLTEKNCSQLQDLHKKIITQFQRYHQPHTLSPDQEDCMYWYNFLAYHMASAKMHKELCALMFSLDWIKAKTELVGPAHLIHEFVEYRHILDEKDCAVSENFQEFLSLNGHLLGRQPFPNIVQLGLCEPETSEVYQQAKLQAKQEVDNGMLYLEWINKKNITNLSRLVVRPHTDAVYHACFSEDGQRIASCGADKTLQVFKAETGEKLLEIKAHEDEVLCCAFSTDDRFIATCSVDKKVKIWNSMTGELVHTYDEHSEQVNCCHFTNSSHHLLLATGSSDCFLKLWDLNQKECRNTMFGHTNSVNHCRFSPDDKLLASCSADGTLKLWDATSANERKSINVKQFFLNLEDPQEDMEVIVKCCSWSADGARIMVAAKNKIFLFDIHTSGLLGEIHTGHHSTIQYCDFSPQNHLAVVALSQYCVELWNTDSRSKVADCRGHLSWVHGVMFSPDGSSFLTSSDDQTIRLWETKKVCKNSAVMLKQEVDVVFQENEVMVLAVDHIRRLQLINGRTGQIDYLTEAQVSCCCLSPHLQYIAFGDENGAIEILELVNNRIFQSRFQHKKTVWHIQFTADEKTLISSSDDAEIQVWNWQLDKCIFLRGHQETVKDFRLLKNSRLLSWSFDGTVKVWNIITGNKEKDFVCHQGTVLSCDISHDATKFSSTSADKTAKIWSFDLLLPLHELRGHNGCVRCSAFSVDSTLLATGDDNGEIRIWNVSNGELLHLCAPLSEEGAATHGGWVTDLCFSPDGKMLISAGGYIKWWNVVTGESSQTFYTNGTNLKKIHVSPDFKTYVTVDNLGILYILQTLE
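System: Apoptosome proteins | Medium: Hepes pH 7.5 with detergent and BSA | Also added: Cytochrome c trigger plus (Z-DEVD)2-Rh110 caspase-3 substrate | Incubation: 30 min compound preincubation, 50 min activation, room temperature | Detection: Rhodamine 110 fluorescence at Ex 480/Em 540 nm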
UBC13 polyUb: UBC13 polyubiquitin chain formation inhibitors, primary screen, biochemical, TR-FRET, uHTS. inhibition, % at 20 µM. Ubiquitin-conjugating enzyme E2 N (Homo sapiens), P61088. 330,000 tested, 0.47% active. AID 485273, 2010; in the data active = inhibition above about 45%, passing the limit was not always enough
Gli-Sufu block: Gli-Sufu pathway antagonists, primary screen, luciferase luminescence, Sufu-KO-LIGHT cells, uHTS. Sufu-KO-LIGHT fibroblasts, Gli luciferase reporter luminescence. inhibition, % at 5 µM. 340,000 tested, 0.74% active. AID 588413, 2011;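 active = inhibition above about 55%, limit read from the data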;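 note: 0% = DMSO-treated cells and 100% = wells with medium but no cells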
CCR6 antag: CCR6 receptor antagonists, primary screen, cell-based, CHO-K1, luminescence, beta-arrestin, uHTS | inhibition, % at 20 µM | AID 493098, 2011 | CHO-K1 CCR6 PathHunter beta-arrestin, CCL20-stimulated | 340,000 tested, 0.49% active;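 active = compounds whose inhibition of the agonist-driven luminescence signal at 20 µM reaches about 50%, limit read from the data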;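 note: cells stimulated with CCL20 at 14 nM final; plate controls were DMSO with CCL20 for no effect and DMSO without agonist for full effect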
697 NFkB inh: inhibitors of PMA/ionomycin-induced NF-kB reporter, 697 cells, primary screen, B-cell NF-kB inhibitor project, cell-based, luminescence, uHTS; 697 B-cell NF-kB luciferase reporter, 16 h; inhibition, % at 4 µM; 330,000 tested, 0.33% active; in the data active = inhibition above about 35%
EBI2 antag: EBI2 receptor antagonists, beta-arrestin recruitment, primary screen, cell-based, luminescence, 7a,25-OHC stimulation, uHTS; 360,000 tested, 0.81% active; 7a,25-OHC stimulated; inhibition, % at 5 µM; G-protein coupled receptor 183 (Homo sapiens), P32249; in the data active = inhibition above about 38%;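 note: enzyme fragment complementation signal reports receptor beta-arrestin coupling in cells; 0% = agonist plus DMSO wells and 100% = wells without agonist; some results beyond the cut were filed as inactive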
SENP8 inh: SENP8 protease inhibitors, primary screen, biochemical, luminescence; 330,000 tested, 1.2% active; inhibition, % at 10 µM; purified SENP8, Z-RLRGG-aminoluciferin cleavage; Sentrin-specific protease 8 (Homo sapiens), Q96LD8; AID 2540, 2010
Active calls of the source: *; . = not tested or not shown. Cut-off read from the data, not from the text of the source, unless noted: active = inhibition above about 50%; inactive = the rest. Only part of the results is shown. The share of hits here may be higher or lower than overall.

Order of values – SENP8 inh	EBI2 antag	CCR6 antag	Apaf-1 inh	697 NFkB inh	Gli-Sufu block	Jurkat NFkB inh	UBC13 polyUb
Cn1c(=O)c(=O)n(C)c2cc(S(=O)(=O)CCC(=O)N3CCCCC3)ccc21
    1	-4	-1	-1	7	7	10	3
O=C(CNC(=O)c1ccco1)OCc1ccccc1Cl
    -30	-5	8	6	1	0	-6	-4
CCCCn1c(N)c(N(CC(C)C)C(=O)Cc2ccc3c(c2)OCCO3)c(=O)[nH]c1=O
    2	1	7	0	5	-31	21	10
COc1ccccc1-c1cnn2c(NCCc3ccccc3)cc(C)nc12
    -2	-5	2	4	-10	-25	-29	11
COc1ccc(CCNC(=O)CN2C(=O)NC3(CCCCC3)C2=O)cc1
    5	-4	-3	-8	8	4	4	21
O=C(/C=C/c1cccs1)NC(=S)Nc1ccc(C(=O)O)cc1
    -10	7	11	-27	-6	4	2	-7
COc1cccc(NC(=S)N(CCCN2CCCC(C)C2)Cc2cccs2)c1 (stereo not given)
    7	5	15	-7	8	12	-7	6
O=C(Nc1ccc(N2CCN(C(=O)c3ccccc3)CC2)cc1)c1ccc2c(c1)OCO2
    0	2	-2	25	-33	20	-13	-10
N=c1sccn1CC(=O)Nc1ccccc1-c1ccccc1
    -7	2	-3	1	3	9	-2	2
COc1ccc(Cl)cc1NC(=O)CNCC(c1ccccc1)N(C)C (stereo not given)
    6	5	5	-5	-1	6	-4	5

Part of the list above in order of count of non-hydrogen atoms, smallest number first.
Order of values – SENP8 inh	EBI2 antag	CCR6 antag	Apaf-1 inh	697 NFkB inh	Gli-Sufu block	Jurkat NFkB inh	UBC13 polyUb
N=c1sccn1CC(=O)Nc1ccccc1-c1ccccc1
    -7	2	-3	1	3	9	-2	2
COc1ccc(Cl)cc1NC(=O)CNCC(c1ccccc1)N(C)C (stereo not given)
    6	5	5	-5	-1	6	-4	5
COc1cccc(NC(=S)N(CCCN2CCCC(C)C2)Cc2cccs2)c1 (stereo not given)
    7	5	15	-7	8	12	-7	6
CCCCn1c(N)c(N(CC(C)C)C(=O)Cc2ccc3c(c2)OCCO3)c(=O)[nH]c1=O
    2	1	7	0	5	-31	21	10
O=C(Nc1ccc(N2CCN(C(=O)c3ccccc3)CC2)cc1)c1ccc2c(c1)OCO2
    0	2	-2	25	-33	20	-13	-10

(more compounds)
Order of values – SENP8 inh	EBI2 antag	CCR6 antag	Apaf-1 inh	697 NFkB inh	Gli-Sufu block	Jurkat NFkB inh	UBC13 polyUb
CN1CCN(S(=O)(=O)c2ccc(NC(=O)c3ccccc3Cl)cc2)CC1
    -13	-13	11	-8	5	-21	3	-5
C=CCOc1ccccc1CNCCNC(=O)c1nonc1N
    1	-4	-1	-3	9	.	-8	-11
Cc1nc2ccccc2n1CC(=O)OCC(=O)NC1CC1
    -4	7	-5	2	16	2	1	21
COc1ccccc1-c1nc(SCC(=O)N2CCOCC2)n[nH]1
    1	-17	-11	-4	-1	-6	14	3
O=C(C1CCCN(S(=O)(=O)c2cccnc2)C1)N1CCn2c1nc1ccccc12 (stereo not given)
    10	-4	9	-6	1	-6	9	2
CCN(CC)C(=S)SC1CCCCN(C(=O)c2ccc(F)cc2)C1=O (stereo not given)
    3	13	6	5	1	-5	5	4
COc1ccc(CSC2=NCCN2)cc1Cl
    -1	1	4	-19	13	-32	-2	5
Cc1cc(C)nc(SCCCNCc2ccc(Br)cc2)n1
    -2	4	-4	5	-70	.	-8	3
Cc1ccc(SCC(=O)OCC(=O)NCc2ccco2)cc1
    -15	5	3	2	29	-5	5	-9
CCOC(=O)c1[nH]c(C)c(C(=O)c2ccc(C)cc2)c1C
    -9	-1	-2	2	-57	-7	49	8
CCOC(=O)C1=C(C)N=C2SC(C)C(=O)N2C1c1ccc(C(=O)OC)cc1 (stereo not given)
    -6	1	13	4	2	10	-7	2
CSCC[C@H](NC(=O)c1ccc(Br)o1)c1nnc2ccccn12
    0	-7	-7	1	-2	-14	1	0
O=C(NNC(=O)c1ccc(Cl)nc1)c1ccc(Br)cc1
    7	0	5	-8	-7	1	-2	7
NS(=O)(=O)c1ccc(NC(=O)COC(=O)COc2ccc(Br)cc2)cc1
    -2	8	8	-5	11	-1	-12	1
CN(Cc1ccccc1Cl)C(=O)c1cc2ccccc2o1
    -2	4	16	10	8	-8	-3	-5
CCNC(=O)COC(=O)c1cc(S(=O)(=O)N2CCCCC2)ccc1C
    -7	-2	10	-3	-18	10	2	4
O=C(O)CCc1ccc(-c2ccc(Br)cc2)o1
    10	5	-9	4	1	.	0	-5
c1ccc(CC2CCN(c3nc4ccccc4n4nnnc34)CC2)cc1
    -1	5	21	58*	3	6	-16	13
COc1cc(S(=O)(=O)n2ccc(C)n2)c(OC)cc1Cl
    -9	4	8	-9	-22	-12	-21	-11
CCCNCc1nnc(-c2ccccc2Cl)o1
    -4	-2	-7	-2	-15	14	-17	-19
CC1CC(C)CN(c2nc3c(c(=O)n(C)c(=O)n3C)n2CCSc2ncccn2)C1 (stereo not given)
    5	5	8	4	10	38	-5	9
COc1ccc(NC(=O)C2CC(=O)N/C(=N/NC(=O)c3ccc(Cl)cc3)S2)cc1 (stereo not given)
    -2	3	-13	9	6	6	-12	-5
COc1ccc(C)cc1NC(=O)CSc1ccc(-c2ccccn2)nn1
    -5	10	13	5	-5	12	53*	5
COc1c2ccoc2c(OC[C@@H](O)C(C)(C)OC)c2oc(=O)ccc12
    -5	9	-15	3	-28	1	-16	-12
CC(=O)CC(c1ccccc1)S(=O)(=O)c1ccc(C)cc1 (stereo not given)
    6	-15	6	7	9	5	2	5
Cc1cc(NCc2ccccn2)nc2ccccc12
    5	8	5	-6	-3	-2	-9	2
O=C(NCc1ccco1)C1CCN(c2nnc(-n3cccc3)s2)CC1
    -13	4	-5	15	-2	-1	-7	1
CCn1c(Cl)c(C=O)s/c1=N\S(=O)(=O)c1ccccc1
    -4	32	105*	4	-81	2	5	-17
CCOC(=O)N1CCC2(CC1)C(C#N)=C(N)Oc1n[nH]c(C)c12
    -5	-15	0	9	0	5	-2	-8
CC(=O)N1CCN(CC(=O)Nc2ccccc2C(=O)Nc2ccccc2)CC1
    -4	-2	1	1	-1	37	-2	-7
CC(=O)Nc1cc(-c2ccc(F)cc2)[nH]n1
    -8	-9	-5	-11	6	-21	-15	2
Cc1cc(NC(=O)Cn2nc([N+](=O)[O-])c(Br)c2C)no1
    5	-7	-5	-23	15	10	-6	4
CCCCC(=O)Nc1nc2ccc(C(=O)OC)cc2s1
    -12	11	20	14	-75	-56	-25	-2
Cc1cc(C)cc(C(=O)NCCCN2CCOCC2)c1
    11	-10	10	0	-33	-14	-18	-4
O=C(CNc1n[nH]c(=O)[nH]c1=O)N/N=C/C1CC=CCC1 (stereo not given)
    -4	-1	2	-19	32	-12	13	-12
Cc1ccc(NS(=O)(=O)c2ccc(Br)s2)cc1S(=O)(=O)N1CCOCC1
    0	4	16	5	46*	4	-9	-2
Cc1nn(C)c(C)c1CN(C)C(=O)c1cc2nc(-c3ccco3)cc(C(F)(F)F)n2n1
    -2	-11	-20	7	-10	-11	2	-4
COc1cc(C(=O)N2CCN(C(=O)C3CCCO3)CC2)cc(OC)c1OC (stereo not given)
    -7	-24	7	-5	9	-6	-1	6
O=C(NC1CCCCC1)C(c1cccs1)N(C(=O)C(F)(F)F)c1ccccc1 (stereo not given)
    13	5	11	-9	11	-2	14	-7
COc1cccc(CN2CCNC(=O)C2CC(=O)NCCn2nc(C)cc2C)c1OC (stereo not given)
    -1	4	0	-6	6	-4	8	-8
CCC1=Nc2cc(C(=O)NCCN3CCOCC3)ccc2Sc2ccc(Br)cc21
    5	-5	13	7	-2	8	2	7
Cc1ccc(N(CC(=O)NCc2ccccc2)C(=O)c2csnn2)cc1
    -11	-10	5	8	6	-37	7	3
CC(=O)OC1C([N+]2(C)CCCCC2)C[C@H]2C3CC[C@H]4C[C@H](OC(C)=O)C([N+]5(C)CCCCC5)CC4(C)[C@H]3CCC12C (stereo not given in full)
    11	0	0	2	0	-10	1	2
CCc1nnc(NS(=O)(=O)c2ccc(NC(=S)NC(=O)c3ccccc3)cc2)s1
    -17	-21	26	3	-10	6	-13	-18
N#CC1(c2ccccc2)CCCN1C(=O)c1ccccc1Cl (stereo not given)
    -1	6	0	-2	-6	-5	-13	-7
COc1ccc(C2=NOC(C(=O)N3CCCCCC3)C2)cc1OC (stereo not given)
    -2	-15	5	-11	2	-18	8	6
CC1=NN(c2ccccc2)C(=O)C1C(=O)c1cc([N+](=O)[O-])cc([N+](=O)[O-])c1 (stereo not given)
    -6	-2	8	15	16	0	12	13
COc1cc(/C=N/NC(=O)c2ccc(COc3ccccc3Cl)o2)cc(Br)c1O
    0	-4	14	4	-19	9	-4	8
COc1cccc(CN(C)C(=S)Nc2cccc(C)c2)c1
    -9	7	5	4	-27	5	-14	-11
CCOC(=O)c1c(C)[nH]c(/C(C)=N/O)c1C
    -10	-7	-3	-5	-7	-25	-22	4

Carrying on.
Order of values – SENP8 inh	EBI2 antag	CCR6 antag	Apaf-1 inh	697 NFkB inh	Gli-Sufu block	Jurkat NFkB inh	UBC13 polyUb
C=CCn1c(SC(C)C(=O)NCc2ccc3c(c2)OCO3)nnc1C1CCCCC1 (stereo not given)
    6	3	17	-27	-27	7	-1	-5
COc1ccccc1N1CCN(Cc2c[nH]c3ccccc23)CC1
    5	5	-3	-14	14	5	13	14
c1ccc2c(C3CCO3)cccc2c1 (stereo not given)
    -3	-4	-2	3	-1	2	-10	5
O=C(COC(=O)c1cc([N+](=O)[O-])ccc1N1CCOCC1)Nc1ccc(Cl)cc1
    -5	17	25	19	-14	8	-5	-1
CCOC(=O)C1=C(C)NC(=O)NC1c1ccc(OC(=O)c2ccco2)c(OC)c1 (stereo not given)
    5	-6	-10	-23	-8	-4	-1	0
Cc1cc(OC(=O)c2ccc(Cl)cc2Cl)c([N+](=O)[O-])c(=O)[nH]1
    4	-1	10	-4	10	2	8	-2
CC[C@H](NC(=O)c1c(C)c(-c2ccccc2)nc2ccccc12)c1ccccc1
    2	-6	2	7	15	-27	-12	5
COc1cc(NC(=O)c2cccs2)c(C(=O)OCC(=O)NCc2ccccc2)cc1OC
    -2	-3	11	9	-3	6	-5	1
CCCCNC(=O)C1CCN(S(=O)(=O)c2c(C)noc2/C=C\c2ccc(OC)cc2)CC1
    5	10	13	12	16	1	-1	6
N#C/C(=N\Nc1cccc(C(F)(F)F)c1)C(=O)c1ccsc1
    64*	-14	13	9	-50	31	-15	-7
Cc1ccc(NC(=O)c2cccc(Oc3ccc([N+](=O)[O-])cc3)c2)c(C(=O)O)c1
    24	0	-7	6	1	-2	-1	-3
[O-][n+]1c2ccc3nonc3c2nn1-c1ccccc1Cl
    -5	7	-5	-16	9	-2	-3	6
O=C(NN1C(=O)NC2(CCCCC2)C1=O)c1ccc(-c2ccc([N+](=O)[O-])cc2)o1
    0	-1	-4	14	18	-7	13	-4
Cn1cccc1C(=O)OCc1cc(Cl)cc2c1OCOC2
    45	3	6	13	-84	-49	-46	8
CCC(C)[C@H](NC(=O)NCc1ccc(Cl)cc1)C(=O)O (stereo not given in full)
    6	-3	-4	-8	18	4	0	9
Cc1ccc(-n2nnnc2SCC(=O)NCC2(N3CCOCC3)CCCCC2)cc1
    2	-10	-1	0	7	20	18	-3
O=C(CN1C(=O)S/C(=C\c2cccc(Cl)c2)C1=O)NC1C=CS(=O)(=O)C1 (stereo not given)
    2	0	-8	7	-67	14	8	-3
